High-throughput results: PubChem BioAssay, National Center for Advancing Translational Sciences (NCATS)
GAA glycogen mod: qHTS Assay for Inhibitors and Activators of Human alpha-Glucosidase Cleavage of Glycogen | actives 0.38% (n = 300,000) | Potency, µM (series often up to 76.4 µM), without a hit: at the top dose activity change, negative = inhibition, usual class: inhibitors | Lysosomal alpha-glucosidase (Homo sapiens), P10253 | recombinant GAA, glycogen substrate, Amplex Red glucose oxidase fluorescence; active = well fitted inhibition curve with a large enough effect; inconclusive = small, poorly fitted or top-dose-only effect, or another doubt; inactive = no such curve, though single readings can be large or run the other way;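 note: 0% = full enzyme reaction and -100% = no-enzyme basal signal; the screen sought inhibitors and activators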
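Natural-substrate format: glycogen cleavage by 4 nM human enzyme, glucose read by Amplex Red coupling (Ex 573, Em 610 nm). Normalized to enzyme and no-enzyme controls.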
Numbers without * were called inactive; ? = inconclusive; [ ] = dose if it differs, or a comment. Potency is the fitted concentration of half-maximal effect. Some of the compounds tested (hit frequency here may not be typical).

Preview:
SMILES	GAA glycogen mod
O=C1NC2(CCCCCC2)C(=O)N1Cc1cccc(Cl)c1	-2%
CCN(C(=O)COC(=O)c1nc2nc(C)cc(C)n2n1)C1CCS(=O)(=O)C1 (stereo not drawn)	0%[76.3 µM]
O=c1[nH]c(/C=C/c2ccccc2)c([N+](=O)[O-])c(=O)[nH]1	-1%[76.3 µM]
CC(C)c1ccc(/C=C2\SC(=S)N(CC(=O)NCCCN3CCOCC3)C2=O)cc1	-1%
Cc1ccccc1NS(=O)(=O)c1cc2c(cc1C)N(C)CCO2	-4%[76.3 µM]
O=C(NCC1CCCO1)c1cccc(Oc2ccccc2)c1 (stereo not drawn)	-2%[76.3 µM]

All compounds of this part (from the top)
SMILES	GAA glycogen mod
O=C1NC2(CCCCCC2)C(=O)N1Cc1cccc(Cl)c1	-2%
CCN(C(=O)COC(=O)c1nc2nc(C)cc(C)n2n1)C1CCS(=O)(=O)C1 (stereo not drawn)	0%[76.3 µM]
O=c1[nH]c(/C=C/c2ccccc2)c([N+](=O)[O-])c(=O)[nH]1	-1%[76.3 µM]
CC(C)c1ccc(/C=C2\SC(=S)N(CC(=O)NCCCN3CCOCC3)C2=O)cc1	-1%
Cc1ccccc1NS(=O)(=O)c1cc2c(cc1C)N(C)CCO2	-4%[76.3 µM]
O=C(NCC1CCCO1)c1cccc(Oc2ccccc2)c1 (stereo not drawn)	-2%[76.3 µM]
S=C(Nc1ccc(Br)cc1)N1CCN(c2ccccn2)CC1	-16%[76.3 µM]
Cc1c(C)c2c(OCC(=O)NCCCO)cc3c(c2oc1=O)CCC(C)(C)O3	-2%
CCC(C)c1c(O)nc(SCC(=O)N2CCCCC2)[nH]c1=O (stereo not drawn)	-10%
CC1Oc2ccccc2N(Cc2cccc(F)c2)C1=O (stereo not drawn)	19%[76.3 µM]
COc1ccc(N(CC(=O)Nc2ccccc2C(=O)N2CCCC2)S(=O)(=O)c2ccccc2)cc1	1%[76.3 µM]
O=S(=O)(NCCc1csc(-c2cccnc2)n1)c1ccc(F)cc1	-6%[76.3 µM]
COc1ccc(Cl)cc1NC(=S)NCCc1ccc(F)cc1	-2%[76.3 µM]
COc1ccc(F)cc1S(=O)(=O)N1CCN(C(=O)c2ccco2)CC1	15%[76.3 µM]
COc1cc(NC(=O)CCCc2nnc3n(C)c(=O)c4sccc4n23)cc(OC)c1OC	-6%[76.3 µM]
COc1ccc(C(=O)c2c(N)c(-c3nc(-c4ccc5c(c4)OCO5)cs3)c3ccccn23)cc1	?
O=C(CSc1nc2c(c(=O)[nH]1)CCCC2)Nc1ccccc1C(F)(F)F	9%[76.3 µM]
COc1cccc(CN2CCN(Cc3cccc(Br)c3)CC2)c1OC	-8%
O=C(N/N=C/c1ccccc1F)c1cc2c(ccc3ccccc32)o1	1%[76.3 µM]
Cc1onc(-c2c(F)cccc2Cl)c1C(=O)N(C)C1CCCCC1	-5%[76.3 µM]
COc1ccc(S(=O)(=O)N(C)CC(=O)NC2CC2)cc1OC	4%[76.3 µM]
CCN(CC)c1ccc(NC(=O)CN2CCN(c3ccccn3)CC2)cc1	-10%
O=C(CCS(=O)(=O)c1nc(-c2cccs2)cc(C(F)(F)F)n1)Nc1ccc(Br)cc1	?
O=C(NC1CCCCC1)c1cc(-c2ccccc2O)on1	7%[76.3 µM]
COc1ccc(-n2cnc3sccc3c2=O)cc1	4%
Cc1ccc(C2(C)NC(=O)N(CC(=O)NC(=O)NC(C)C)C2=O)cc1 (stereo not drawn)	-6%
COc1ccccc1NC(=O)NCC1(N(C)C)CCCCC1	-2%
CC(C)c1ccc(OCC(O)CN2CCN(c3ccccn3)CC2)cc1 (stereo not drawn)	0%[76.3 µM]
COc1ccc(CNC(=O)C/C(C)=N/NC(=O)c2ccc(OC)cc2OC)cc1	2%
Cc1cccc(NCc2nc(SCC(=O)Nc3ccccc3)n[nH]2)c1	6%[76.3 µM]

Three entries from above, ordered by molar mass, low to high:
SMILES	GAA glycogen mod
Cc1ccccc1NS(=O)(=O)c1cc2c(cc1C)N(C)CCO2	-4%[76.3 µM]
COc1ccc(Cl)cc1NC(=S)NCCc1ccc(F)cc1	-2%[76.3 µM]
COc1cccc(CN2CCN(Cc3cccc(Br)c3)CC2)c1OC	-8%

More compounds:
SMILES	GAA glycogen mod
CCc1ccc(CNC(=O)c2nn(-c3ccc(C)c(C)c3)nc2CO)cc1	1%[76.3 µM]
CCc1cc(=O)oc2c(CNCc3ccc(OC)cc3OC)c(O)c(Cl)cc12	-5%
COc1ccc(N(C(=O)c2ccco2)C(C(=O)NC2CCCC2)c2ccc(C)cc2)c(OC)c1 (stereo not drawn)	11%[76.3 µM]
CCOC(=O)c1c(NC(C)=O)sc(/C(C)=N/Nc2ccc(C(=O)O)cc2)c1C	?
COc1ccc(CNc2ncnc3c2nc2n3CCCC2)cc1	-7%[76.3 µM]
CCOc1ccc(NC(=O)c2sc3nc4c(c(-c5ccc(OC)cc5)c3c2N)C(=O)CC(C)(C)C4)cc1	0%[76.3 µM]
Cc1ccc2nc(CCl)[n+]([O-])c(-c3ccccc3)c2c1	-12%[76.3 µM]
COc1ccc(-c2c(C)nn3c(-c4ccccc4)cc(-c4ccccc4)nc23)cc1	-1%[76.3 µM]
Cc1nc2c(-c3ccccc3)c(C)nn2c(C)c1CCC(=O)NC(C)c1ccccc1 (stereo not drawn)	15%[76.3 µM]
NS(=O)(=O)c1ccc(CCNC(=O)c2ccc(OCC3CCCO3)cc2)cc1 (stereo not drawn)	10%[76.3 µM]
CN(C)CCCNC(=O)N1c2ccccc2Sc2ccccc21	3%[76.3 µM]
CC(=O)c1ccc(OCCCC(=O)NC2CCC(C)CC2)cc1 (stereo not drawn)	4%
Cc1ccc(CNC(=O)Nc2ccc(F)cc2F)n1C	-9%
Cc1ccc(C(=O)OC(C)CN2C(C)CCCC2C)cc1 (stereo not drawn)	6%
Cc1cc(C)cc(CN2CCC(Oc3ccc(C(=O)N4CCCC4)cc3)CC2)c1	-7%[76.3 µM]
CCc1cc(=O)oc2c(C)c(OC(C)C(=O)N3CCC[C@@H]3C(=O)O)ccc12 (stereo partly drawn)	-5%[76.3 µM]
O=C(Nc1nnc(S(=O)(=O)N2CCCc3ccccc32)s1)c1cccc(F)c1	2%[76.3 µM]
COc1ccccc1C(CC(=O)O)c1ccc2c(c1)OCO2 (stereo not drawn)	0%[76.3 µM]
O=C(Nc1ccon1)Nc1cccc(Cl)c1Cl	-5%[76.3 µM]
COc1cc(/C=N/NC(=O)c2cccc3ccccc23)cc(OC)c1OC	1%
Cc1ccc2c(C)c(C(=O)N(Cc3ccncc3)CC3CCCO3)oc2c1C (stereo not drawn)	-8%[76.3 µM]
c1ccc(-c2nc3ccccc3[nH]2)cc1	?
COc1cc(NC(C)=O)ccc1NC(=O)c1cc2ccccc2o1	10%[76.3 µM]
COc1cc2nc(CC(C)C)n(NC(=O)c3ccccc3Br)c(=O)c2cc1OC	1%[76.3 µM]
Cn1c(SCC(=O)Nc2ccc3[nH]c(=O)[nH]c3c2)nnc1-c1ccccc1	-1%[76.3 µM]
COCCN(C(=O)CCC(=O)Nc1cc(C)on1)C(C(=O)NC1CCCC1)c1ccc(C(C)C)cc1 (stereo not drawn)	1%
CCCn1nc(C(=O)NNC(=O)c2cccc(S(=O)(=O)NC(C)C)c2)c2ccccc2c1=O	-10%[76.3 µM]
COc1ccc(-n2c(SCC(=O)Nc3ccc(C(=O)O)cc3)nnc2-c2ccccc2)cc1OC	-24%
Cc1ccnc(NC(=O)CCC(=O)N(CC(=O)NCc2ccccc2)Cc2ccccc2)c1	1%[76.3 µM]
O=C(NCCc1ccc(Cl)cc1)C1CC(=O)N(C2CCCC2)C1 (stereo not drawn)	-2%[76.3 µM]

Two of the compounds above, in markdown.
| Molecule | GAA glycogen mod |
| --- | --- |
| CCCn1nc(C(=O)NNC(=O)c2cccc(S(=O)(=O)NC(C)C)c2)c2ccccc2c1=O | -10%[76.3 µM] |
| COc1ccc(-n2c(SCC(=O)Nc3ccc(C(=O)O)cc3)nnc2-c2ccccc2)cc1OC | -24% |

Remaining list, next part
SMILES	GAA glycogen mod
O=C(NCc1ccccn1)c1ccc(S(=O)(=O)Nc2ccccc2F)cc1	-6%[76.3 µM]
COc1cccc(CNC(=O)NCc2noc3ccc(C)cc23)c1	-8%[76.3 µM]
Cn1c(SCC(=O)NC2CCCC2)nnc1-c1ccco1	7%[76.3 µM]
CC(C)OCCCn1c(=N)c(S(=O)(=O)c2ccccc2)cc2c(=O)n3ccccc3nc21	-3%[76.3 µM]
Cc1nnc2c(Nc3cccc(O)c3)nc3ccccc3n12	7%[76.3 µM]
COc1ccc(-c2nnc(C3CCN(S(=O)(=O)c4ccc(C)c(C)c4)CC3)o2)cc1	1%[76.3 µM]
COc1ccc(CCN(C)C2CCCN(S(C)(=O)=O)C2)cc1OC (stereo not drawn)	1%[76.3 µM]
Cc1cc(COc2ccccc2)oc1C(=O)O	7%[76.3 µM]
CCCNC(=O)[C@@H]1CCCN1C(=O)[C@@H]1Cc2ccccc2CN1	1%
CCOCCCn1c(=N)c(S(=O)(=O)c2ccc(C)cc2)cc2c(=O)n3ccccc3nc21	-2%[76.3 µM]
Cc1ccc(S(=O)(=O)N(CC(O)CN2CCCCC2)c2cccc([N+](=O)[O-])c2)cc1 (stereo not drawn)	-3%
CCCc1ccc(S(=O)(=O)N(C)S(=O)(=O)c2ccc(F)cc2)cc1	-10%
C/C(=N\NC(=O)c1c(Cl)c(C)nn1C)c1cccc(NC(=O)C2CCCC2)c1	?
COc1ccc(C(=O)N/C(=C\c2cn(S(=O)(=O)N(C)C)c3ccccc23)C(=O)N2CCN(C)CC2)cc1	-5%[76.3 µM]
Cc1cccc(C)c1NCC(=O)N1CCN(Cc2ccccc2)CC1	1%

A section from the list above, for reference:
SMILES	GAA glycogen mod
O=C(NCc1ccccn1)c1ccc(S(=O)(=O)Nc2ccccc2F)cc1	-6%[76.3 µM]
COc1cccc(CNC(=O)NCc2noc3ccc(C)cc23)c1	-8%[76.3 µM]

Next section:
SMILES	GAA glycogen mod
COc1cccc(NC(=S)NCc2ccc(F)cc2)c1	?
COc1ccc(CN2CCC(Oc3ccc(C(=O)N4CCCC4)cc3)CC2)c(F)c1	-1%[76.3 µM]
Cc1cccc(NC(=O)N2CCC(CN3CCC(C)CC3)CC2)c1C	-8%[76.3 µM]
O=c1[nH]c(C2CCN(S(=O)(=O)c3cccc(C(F)(F)F)c3)CC2)nc2c1nnn2Cc1cccc(F)c1	-8%
O=C(O)c1ccc(Nc2ccc3nonc3c2[N+](=O)[O-])cc1	2%[76.3 µM]
COC(=O)CN1C(=O)[C@H]2[C@@H](/C=C/c3ccccc3)N3C(=O)CN(CC4CC4)C(=O)[C@@]3(Cc3ccccc3)[C@H]2C1=O	17%[76.3 µM]
COc1cc(OC)cc(C(=O)NCC(=O)NC(C)CCc2ccccc2)c1 (stereo not drawn)	1%
O=C(NCc1cc(C(F)(F)F)ccc1F)C1CCC(=O)N(C2CCCCCC2)C1 (stereo not drawn)	10%[76.3 µM]
Cc1ncc(CN2CCC(N3CCC(C(=O)N4CCCC4)CC3)CC2)s1	3%[76.3 µM]
COc1cccc(O)c1CN1CCC(n2nccc2NC(=O)c2ccc3c(c2)OCO3)CC1	-14%[76.3 µM]
CCOC(=O)C(C)Sc1nnc2c3ccccc3n(C)c2n1 (stereo not drawn)	-11%[76.3 µM]
CC(C)CN1CCC(=O)N([C@H](COc2ccccc2)Cc2ccccc2)CC1	-9%[76.3 µM]
Oc1c(Cl)cc(Cl)cc1C=Nc1ccc(N2CCOCC2)cc1	-16%
COc1cc(-c2nc3ccccn3c2N)ccc1O	-11%[76.3 µM]
ON=C1c2ccccc2-c2ccccc21	-5%
CCC(Oc1ccccc1OC)C(=O)Nc1ccc2c(c1)OCCO2 (stereo not drawn)	-14%
CCC(C)NC(=O)C1CCN(S(=O)(=O)c2ccc(-n3cnnn3)cc2)CC1 (stereo not drawn)	1%
CCCc1nc(C)cc(N2CCN(c3ccccc3)CC2)n1	-1%
CCOc1cc(C2c3c(oc4ccccc4c3=O)C(=O)N2Cc2ccccc2Cl)ccc1O (stereo not drawn)	-6%[76.3 µM]
CC(C)(C)NC(=O)COC(=O)C1c2ccccc2Oc2ccccc21	-1%
Cc1ccc(CCNC(=O)c2cn(C)c3ccc(S(=O)(=O)N4CCCCC4)cc3c2=O)cc1	?
CCCCN(C)c1nnc(NC(=O)Nc2ccc(Br)c(C)c2)s1	11%[76.3 µM]
CC(=O)c1ccc(NC(=O)c2cc(-c3ccc4c(c3)OCO4)on2)cc1	-5%[76.3 µM]
CC(OC(=O)c1ccco1)C(=O)NC1CCCC1 (stereo not drawn)	-6%
CN(CC(=O)N(CCO)Cc1ccccc1)S(=O)(=O)c1ccc2c(c1)c(=O)n(C)c(=O)n2C	2%[76.3 µM]
O=S(=O)(c1ccccc1)C1(C2CC(c3ccccc3)=NO2)CC(O)C1 (stereo not drawn)	-5%[76.3 µM]
Cc1ccc(NC(=O)C(=O)NCCCN2CC(C(=O)O)CC2=O)cc1 (stereo not drawn)	12%[76.3 µM]
O=C(CSc1nnc(-c2ccccn2)o1)Nc1cccc(Cl)c1	-6%
COc1cccc(CN2CC(C(=O)NCc3ccc(C)o3)CCC2=O)c1 (stereo not drawn)	4%[76.3 µM]
Cc1nc(C)c(-c2nnc(-c3cccc(S(=O)(=O)N(C)C)c3)o2)cc1C(=O)NN	0%
O=C(NC1CCCN(CCc2ccccc2)C1)C1CCCC1 (stereo not drawn)	10%[76.3 µM]
CCOC(=O)c1nn(-c2ccc(F)cc2)c(=O)c(C#N)c1C	13%[76.3 µM]
O=C(Cc1cccc(C(F)(F)F)c1)OCN1C(=O)c2ccccc2C1=O	0%[76.3 µM]
